RBX1-CUL1 inh = inhibitors of human ROC1-CUL1 ubiquitin ligase activity; E3 ubiquitin-protein ligase RBX1 (Homo sapiens) + Cullin-1 (Homo sapiens), P62877+Q13616; in vitro K48 di-Ub FRET, acceptor:donor ratio, 45 min; inhibition, % at 10 µM; 0.6% of 140,000 active; AID 1347404, 2020; in the data active = inhibition above about 25%
Target sequence (P62877 whole entry, looked up): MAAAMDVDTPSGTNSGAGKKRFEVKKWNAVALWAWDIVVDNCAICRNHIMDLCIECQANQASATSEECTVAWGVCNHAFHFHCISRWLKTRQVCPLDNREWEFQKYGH
Target sequence (Q13616 whole entry, looked up): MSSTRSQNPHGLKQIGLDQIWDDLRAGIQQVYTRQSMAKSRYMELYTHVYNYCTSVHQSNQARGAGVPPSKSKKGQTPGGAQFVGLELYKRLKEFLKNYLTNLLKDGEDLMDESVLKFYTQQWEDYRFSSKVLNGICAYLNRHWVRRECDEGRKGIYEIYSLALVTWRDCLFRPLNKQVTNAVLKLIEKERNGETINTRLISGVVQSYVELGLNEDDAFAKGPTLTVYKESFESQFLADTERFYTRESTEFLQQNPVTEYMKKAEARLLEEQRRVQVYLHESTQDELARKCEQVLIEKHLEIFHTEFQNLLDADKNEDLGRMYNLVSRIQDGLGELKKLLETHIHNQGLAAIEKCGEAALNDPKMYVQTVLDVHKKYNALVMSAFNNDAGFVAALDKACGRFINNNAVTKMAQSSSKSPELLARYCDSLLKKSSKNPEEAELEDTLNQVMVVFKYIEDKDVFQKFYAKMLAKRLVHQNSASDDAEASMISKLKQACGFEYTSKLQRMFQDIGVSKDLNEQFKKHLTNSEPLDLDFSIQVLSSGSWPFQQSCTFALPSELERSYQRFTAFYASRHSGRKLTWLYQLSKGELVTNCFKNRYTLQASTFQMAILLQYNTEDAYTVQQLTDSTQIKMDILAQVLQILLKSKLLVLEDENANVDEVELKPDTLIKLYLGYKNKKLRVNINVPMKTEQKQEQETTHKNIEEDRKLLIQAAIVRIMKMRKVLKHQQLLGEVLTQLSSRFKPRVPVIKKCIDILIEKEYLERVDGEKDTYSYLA
Active calls of the source: *. The list is partial, so the mix of outcomes need not match the whole.

The opening seven compounds as a preview:
SMILES | RBX1-CUL1 inh
O=C1CC(c2cccc(Br)c2)N(S(=O)Oc2ccccc2)c2ccccc21 (stereo not given) | 14.8
CCOc1ccc(S(=O)(=O)Nc2cc3c(C(=O)OCc4ccccc4)c(C)oc3c3ccccc23)cc1 | 3.8
CC(=O)C1C(=O)Oc2c(c(=O)n3c4c(cccc24)CCC3)C1=O (stereo not given) | -8.6
Cc1nc2n(n1)C(c1cccnc1)C1=C(CC(C)CC1=O)N2 (stereo not given) | -19.0
O=C(c1cnc(N2CCOCC2)c2ccccc12)N1CCN(c2ccccc2)CC1 | 6.7
C=CCOc1cccc(C2C(C(=O)c3ccc4c(c3)OCCO4)C(=O)C(=O)N2Cc2ccco2)c1 (stereo not given) | -3.6
N#Cc1c(SCc2ccccc2F)nc2c(c1-c1cccnc1)CCC2 | 2.3

Results, repeating the preview:
SMILES | RBX1-CUL1 inh
O=C1CC(c2cccc(Br)c2)N(S(=O)Oc2ccccc2)c2ccccc21 (stereo not given) | 14.8
CCOc1ccc(S(=O)(=O)Nc2cc3c(C(=O)OCc4ccccc4)c(C)oc3c3ccccc23)cc1 | 3.8
CC(=O)C1C(=O)Oc2c(c(=O)n3c4c(cccc24)CCC3)C1=O (stereo not given) | -8.6
Cc1nc2n(n1)C(c1cccnc1)C1=C(CC(C)CC1=O)N2 (stereo not given) | -19.0
O=C(c1cnc(N2CCOCC2)c2ccccc12)N1CCN(c2ccccc2)CC1 | 6.7
C=CCOc1cccc(C2C(C(=O)c3ccc4c(c3)OCCO4)C(=O)C(=O)N2Cc2ccco2)c1 (stereo not given) | -3.6
N#Cc1c(SCc2ccccc2F)nc2c(c1-c1cccnc1)CCC2 | 2.3
O=c1cc(O)nc(SCc2ccccc2)[nH]1 | -4.6
COc1cccc(CC(C2CCN(Cc3cccc(OC)c3O)CC2)N(C)C(=O)c2ccco2)c1 (stereo not given) | 5.2
Cc1c(CCC(C)C)c(N=C2C(=O)N(c3ccccc3)N(C)C2C)n2c(nc3ccccc32)c1C#N (stereo not given) | 5.6
O=C(Oc1cc(=O)n2ccccc2n1)c1ccccc1 | -7.3
COC(=O)N/N=C/c1ccccc1OCc1ccccc1 | -2.8
Cc1nc(NCc2ccc(-n3ccnc3C)cc2)cc(C2CCNCC2)n1 | 3.0
Cc1ccc(-n2c(C)cc(/C=C3\C(=O)NC(=S)N(c4cccc(Cl)c4)C3=O)c2C)cc1 | -9.7
O=C(NNc1ccc([N+](=O)[O-])cc1)c1cccc(Br)c1 | 0.5
CC(C)CNC(=O)c1cccc(NC(=O)Cc2ccc(Br)cc2)c1 | 6.5
CCOc1ccc(NC(=O)CCS(=O)(=O)c2ccc(Br)cc2)cc1 | -4.1
N#CCCN(CCC#N)c1nc(N)[nH]c(=O)c1[N+](=O)[O-] | -2.4
CC(=O)c1sc2c(c1C)c(=O)n(-c1ccc(Cl)cc1)c(=O)n2Cc1cc(=O)n2cc(Cl)ccc2n1 | 4.6
CCOC(=O)c1ccc(N2CN(CC)CNC2=S)cc1 | -0.5
Clc1ccc(Oc2ncnc3c2[nH]c2ccccc23)cc1 | 3.0
CCOc1ccc(C2c3c(C)nn(-c4ccccc4)c3OC(=N)C2C#N)cc1 (stereo not given) | -10.0
Cc1ccc(C)c(NC(=O)c2cnn(-c3ccccc3)c2-c2ccccc2)c1 | -1.2
CCc1ccccc1N1C(=O)CC(N2CCc3ccccc32)C1=O (stereo not given) | 0.4
COc1cc(/C=C(/C#N)c2nc(-c3cc4ccccc4oc3=O)cs2)ccc1O | 1.4

Some of the entries so far, tab-delimited.
molecule	RBX1-CUL1 inh
N#Cc1c(SCc2ccccc2F)nc2c(c1-c1cccnc1)CCC2	2.3
O=c1cc(O)nc(SCc2ccccc2)[nH]1	-4.6

New compounds follow:
SMILES | RBX1-CUL1 inh
COc1ccc(C)cc1NC(=O)CN(c1ccccc1Cl)S(C)(=O)=O | 5.5
COc1ccc(-n2ccsc2=S)cc1 | -4.2
CCn1c(=N)c(C(=O)NCc2cccnc2)cc2c(=O)n3cc(C)ccc3nc21 | 1.2
O=[N+]([O-])c1ccc(N2CCN(NP(=O)(Oc3ccccc3)Oc3ccccc3)CC2)cc1 | -1.7
CCOc1ccccc1C(=O)NCc1ccccn1 | 5.1
Cc1cc(NC(=O)Nc2nnc(N(C)C3CCCCC3)s2)ccc1Br | 2.5
COc1ccc(C2CC(=O)CC(=NC3CCCCCC3)C2)cc1 (stereo not given) | -6.2
COC(=O)C1CCN(Cc2nc(-c3ccc(C(F)(F)F)cc3)oc2C)CC1 | 1.3
Cc1ccc(OCCCn2cc(/C=C3\C(=O)NN(c4ccccc4)C3=O)c3ccccc32)cc1 | 7.5
COc1ccc(NC(=O)c2ccc(NS(=O)(=O)c3cccc4cccnc34)cc2)cc1 | -1.7
CN(c1ccccc1)S(=O)(=O)c1nnc(NC(=O)c2cccs2)s1 | 9.5
COc1ccc(N2CC(C(=O)NC3CCCC3)CC2=O)c(OC)c1 (stereo not given) | 3.8
CC(C)(C)NS(=O)(=O)c1ccc(CCC(=O)Nc2cc(Cl)ccc2Oc2ccccc2)cc1 | -2.0
Clc1ccccc1-c1nnc2sc(COc3ccccc3)nn12 | -8.2
CCOc1ccc(-c2n[nH]c3c2CN(S(=O)(=O)N2CCCC2)CC3)cc1 | 1.1
CC(Nc1nccc(-c2cnn(C)c2)n1)c1ccccc1C(F)(F)F (stereo not given) | 5.0
Cc1cc2c(cc1CN1CCC3(CCCN(Cc4cccnc4)C3=O)C1)OCO2 (stereo not given) | 3.3
Cc1cc(OCC(=O)NNC(=O)c2cccs2)c(C(C)C)cc1Cl | -1.9
Cc1ccc2nc3c(cc(S(=O)(=O)c4ccc(Cl)cc4)c(=N)n3CC3CCCO3)c(=O)n2c1 (stereo not given) | -0.8
Cc1cc2nc(-c3ccc(NC(=O)c4cc5ccccc5o4)cc3)oc2cc1C | -7.2
CCOC(=O)C(Sc1ncnc2c1oc1nc(-c3ccccc3)cc(C)c12)C(C)=O (stereo not given) | 12.2
CN(C)S(=O)(=O)N1CCC(C(=O)Nc2ccc(Cl)cc2Cl)CC1 | -3.4
CC(=O)c1ccn(S(=O)(=O)c2ccccc2)c1 | -4.1
COC(=O)c1c(S(=O)(=O)NCc2ccccc2)sc2c1CCN(C(=O)CC1=CCCCC1)C2 | 6.1
CCC(C)NC(=O)c1ccccc1NS(=O)(=O)c1ccc(Br)s1 (stereo not given) | 2.6

Other entries follow:
SMILES | RBX1-CUL1 inh
Cc1ccc(S(=O)(=O)N(CC(O)Cn2c3ccccc3c3ccccc32)c2cccc(C(=O)N(C)C)c2)cc1 (stereo not given) | 0.9
Cc1csc2nc(-c3ccc(NS(=O)(=O)c4cc(F)ccc4F)cc3)cn12 | -1.4
CC(C)C1OC(C(C)C)OC(C(C)C)O1 (stereo not given) | 4.7
Cc1cc2ccccc2n1CCNC(=O)CC1C(=O)NCCN1Cc1ccoc1 (stereo not given) | 1.0
Cc1ccccc1NC(=O)N1CCc2cc(S(=O)(=O)N3CCC(C)CC3)ccc21 | -5.2
CCCC(=O)NC(=S)Nc1sc2c(c1C(N)=O)CCC(C)C2 (stereo not given) | 9.5
CCOc1cc(C)c(C(C)C)cc1S(=O)(=O)NC(C)C | -11.0
Cc1ccc2cc(CNC34CC5CC(CC(C5)C3)C4)c(N3CCC(O)CC3)nc2c1 | -0.4
O=c1c2c3c(sc2nc2n1CCCCC2)CCCCC3 | -4.8
O=S(=O)(Nc1nc2n(n1)C(c1ccc(F)cc1)CC(c1ccccc1)=N2)c1ccccc1 (stereo not given) | 6.6
CC1(C)Cc2ccccc2-c2nnc(-c3ccco3)n21 | 6.9
CC(=O)c1nn(-c2cccc(Cl)c2)cc1C(=O)c1cccs1 | 2.8
Cc1nc2ccn(Cc3cccnc3)c(=O)c2cc1C(=O)NCc1ccc(Cl)cc1 | -1.4
Cc1c(NC(=O)c2cc([N+](=O)[O-])ccc2N2CCOCC2)cccc1-c1nc2ccccc2o1 | 2.8
CC1CCN(c2ccc([N+](=O)[O-])cc2C=C2C(=O)NC(=S)NC2=O)C(C)C1 (stereo not given) | -0.9
COc1ccc(C(=O)N2c3ccccc3C(C)(c3ccc(Cl)cc3)CC2(C)C)cc1 (stereo not given) | 1.4
Cc1noc(C)c1C(=O)Nc1cc(C(F)(F)F)ccc1Cl | -1.2
CCOC(=O)c1cc(-c2ccccc2)n(CCC(=O)Nc2ccc(C)cc2Cl)c1C | -1.7
CCOCc1cc(CN2CCN(c3cccc(C(F)(F)F)c3)CC2)c(O)c2ncccc12 | -6.9
Cc1ccc2c(c1)c1c3n2CCN(CC(=O)N/N=C\c2ccc(O)cc2)C3CCC1 (stereo not given) | -1.4
CCOC(=O)c1ccc(-n2c(C)cc(CC3=NC(=O)N(Cc4ccc(F)cc4)C3=O)c2C)cc1 | 1.8
CC1CC(Nc2ccc(Cl)cc2)=NC1(C)C (stereo not given) | -5.2
COCCNC(=O)Cn1c(=O)n(Cc2ccc(C(=O)NCCc3ccc(OC)c(OC)c3)cc2)c(=O)c2ccccc21 | -12.5
N#C/C(=N/Nc1ccc(Cl)cc1)C(=O)c1ccc(Cl)cc1 | -2.2
CC(C)C1C(=O)C2=C(CCCC2)N(c2ccccc2)C1=O (stereo not given) | -3.0

6 neighbouring compounds from above:
SMILES | RBX1-CUL1 inh
Cc1nc2ccn(Cc3cccnc3)c(=O)c2cc1C(=O)NCc1ccc(Cl)cc1 | -1.4
Cc1c(NC(=O)c2cc([N+](=O)[O-])ccc2N2CCOCC2)cccc1-c1nc2ccccc2o1 | 2.8
CC1CCN(c2ccc([N+](=O)[O-])cc2C=C2C(=O)NC(=S)NC2=O)C(C)C1 (stereo not given) | -0.9
COc1ccc(C(=O)N2c3ccccc3C(C)(c3ccc(Cl)cc3)CC2(C)C)cc1 (stereo not given) | 1.4
Cc1noc(C)c1C(=O)Nc1cc(C(F)(F)F)ccc1Cl | -1.2
CCOC(=O)c1cc(-c2ccccc2)n(CCC(=O)Nc2ccc(C)cc2Cl)c1C | -1.7

Next part:
SMILES | RBX1-CUL1 inh
CCn1c(=N)c(C(=O)NC2CCCCC2)cc2c(=O)n3cccc(C)c3nc21 | 2.8
CCCCCC(=O)N1c2ccccc2N=C2CC(c3ccc(Cl)cc3)CC(=O)C2C1c1ccc(C)cc1 (stereo not given) | -11.2
C=CCC1CCCC(=NNS(=O)(=O)c2ccc(C)cc2)C1 (stereo not given) | -5.7
CCC(=O)N1CCc2cc(S(=O)(=O)NC(Cc3ccccc3)C(=O)NCc3cccc(OC)c3)ccc21 (stereo not given) | -4.6
Cc1ccc(NC(=O)CSc2nc(N)c(C#N)c(-c3cccs3)c2C#N)cc1Br | -14.7
CCn1nc(C)c(CN2CCOc3ccc(CN4CCC(OCc5ccccc5)CC4)cc3C2)c1C | -5.5
CCCC1=NN2C(=N)/C(=C/c3cccs3)C(=O)N=C2S1 | 3.6
O=C(NCCc1ccccc1)c1ccc(Br)cc1 | -6.6
N#C/C(=N\Nc1c(Cl)cccc1Cl)C(=O)NN | 2.6
Cc1cc(-c2ccc(C)c(S(=O)(=O)N3CCC(C)CC3)c2)on1 | -7.0
CSc1ccc(OC2=N/C(=C\c3ccccc3)C(=O)N2c2cccc(Cl)c2)cc1 | -8.2
CCCOc1cccc(C(=O)C2C(=O)C(=O)N(CCCn3ccnc3)C2c2ccco2)c1 (stereo not given) | -0.2
O=C(NCCc1nc2ccccc2[nH]1)C1CCCCC1 | -5.1
O=C(CSc1oc(-c2ccccc2)nc1S(=O)(=O)c1ccc(Br)cc1)NC1CCCCC1 | -3.6
CCC(C)c1ccccc1OCC(=O)O (stereo not given) | -10.0
Cc1cc(C)n(C(=O)c2c(F)c(F)c(F)c(F)c2F)n1 | -3.8
CCOc1ccc(CNC(=O)c2oc3c(c2C)-c2nn(Cc4cccc(Cl)c4)cc2CC3)cc1 | -6.9
CSCCC(C(=O)O)N1CNC(=S)NC1 (stereo not given) | -1.6
O=C1C=CC(=O)C(C(C=NCc2ccccc2)[N+](=O)[O-])=C1 (stereo not given) | 97.3*
O=C(NC1(C(Cl)(Cl)Cl)OCCO1)c1ccccc1 | 1.9
CCS(=O)(=O)N1CCN(C(=O)Cn2ncc(N(C)C)cc2=O)CC1 | -3.3
COc1cccc(C(=O)Nc2ccc3nc(SCC(=O)N(C)c4ccccc4)sc3c2)c1 | -3.4
CC(=O)c1ccc(NC(=O)CC2Sc3ccccc3NC2=O)cc1 (stereo not given) | 4.2
CC(=O)c1c(-c2ccccc2)nc2n(CCN3CCCCC3)c3ccccc3n12 | -6.7
O=C(C1CCC(CNS(=O)(=O)c2cccs2)CC1)N1CCN(c2ccc(Cl)cc2)CC1 (stereo not given) | 9.0

Other entries
SMILES | RBX1-CUL1 inh
COc1ccccc1-c1cn2c(C(=O)N3CCN(C)C(=O)[C@@H]3C)csc2n1 | 0.9
O=C(C[n+]1ccc(-c2ccccc2)cc1)c1ccccc1 | -1.3
O=C(COC(=O)C1CC(=O)N(Cc2ccccc2)C1)c1ccc(Br)cc1 (stereo not given) | 3.1
COCCc1nn2c(=O)cc(COC(=O)c3ccco3)nc2s1 | 3.4
COc1cccc(CCc2nnc(CCC(=O)NCCC(C)C)o2)c1 | 3.8
O=C(Nc1ccccc1C(F)(F)F)c1ncoc1-c1ccco1 | 2.9
COC(=O)c1cc2c(cc1NC(=O)c1cnn(-c3ccccc3)c1-n1cccc1)OCO2 | -3.2
CNC(=O)c1ccc(C2CCCN2c2cc(C3CCNCC3)ncn2)s1 (stereo not given) | 2.4
CCn1nccc1C(=O)Nc1ccn(Cc2c(F)c(F)cc(F)c2F)n1 | -0.2
COc1ccccc1N1C(=O)C2C(C1=O)N1C(c3ccco3)C3C(=O)N(c4ccccc4OC)C(=O)C3N1C2c1ccco1 (stereo not given) | -2.5
CCc1cccc(CC)c1NS(=O)(=O)c1ccc2c(c1)CCN2C(=O)C1CC1 | 2.8
Cc1cc(S(=O)(=O)Nc2cccc(-c3ccc(N4CCOCC4)nn3)c2)c(C)cc1Cl | 4.3
N#CC1CC(C(=O)c2ccccc2)N2C=Cc3ccccc3C12 (stereo not given) | 10.2
CC(Oc1ccccc1)C(=O)Nc1cccc2cccnc12 (stereo not given) | 6.6

High-throughput results (PubChem BioAssay)
